# Screening data as filed in PubChem BioAssay.
# APP transl inh: APP translation inhibition; SH-SY5Y APP 5'UTR-luciferase reporter, luminescence; 190,000 tested, 0.82% active; inhibition, % at 2 µM; AID 1285;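 active = inhibition above a set limit, derived from the sample mean plus 3 SD, cut at about 45% in these data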; note: values of inactives mirror those of a sister screen read the other way
# TNAP inh no acc: blocks human TNAP activity with no phosphate acceptor present; P05186; inhibition, % at 20 µM; 200,000 tested, 0.26% active; AID 1012; purified TNAP, CDP-star luminescence, 30 min;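 active = tissue-nonspecific alkaline phosphatase inhibition above about 50% at 20 µM in the single-dose screen, limit read from the data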;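 note: 0% = DMSO negative control and 100% = EDTA positive control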
# Target sequence (P05186 whole entry, looked up): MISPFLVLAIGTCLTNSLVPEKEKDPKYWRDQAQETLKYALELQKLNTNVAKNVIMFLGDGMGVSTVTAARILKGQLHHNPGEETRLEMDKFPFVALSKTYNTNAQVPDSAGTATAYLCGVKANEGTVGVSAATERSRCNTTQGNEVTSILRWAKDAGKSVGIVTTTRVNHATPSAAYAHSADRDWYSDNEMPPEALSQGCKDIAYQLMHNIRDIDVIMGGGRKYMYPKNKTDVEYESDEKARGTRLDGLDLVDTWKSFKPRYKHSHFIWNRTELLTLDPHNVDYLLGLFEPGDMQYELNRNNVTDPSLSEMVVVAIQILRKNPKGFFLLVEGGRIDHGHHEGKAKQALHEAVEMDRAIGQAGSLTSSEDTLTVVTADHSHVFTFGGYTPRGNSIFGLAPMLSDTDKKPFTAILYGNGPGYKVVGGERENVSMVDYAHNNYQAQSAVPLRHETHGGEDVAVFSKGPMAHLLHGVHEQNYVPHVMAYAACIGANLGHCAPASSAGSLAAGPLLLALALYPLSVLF
# FLuc inhib CS: Photinus pyralis luciferase inhibition counter-screen; P08659; ATPLite firefly luciferase biochemical luminescence, 10 min; 200,000 tested, 1.5% active; inhibition, % at 10 µM; AID 1006;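 active = inhibition above about 50% when tested at 10 µM, limit read from the data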
# Target sequence (P08659 whole entry, looked up): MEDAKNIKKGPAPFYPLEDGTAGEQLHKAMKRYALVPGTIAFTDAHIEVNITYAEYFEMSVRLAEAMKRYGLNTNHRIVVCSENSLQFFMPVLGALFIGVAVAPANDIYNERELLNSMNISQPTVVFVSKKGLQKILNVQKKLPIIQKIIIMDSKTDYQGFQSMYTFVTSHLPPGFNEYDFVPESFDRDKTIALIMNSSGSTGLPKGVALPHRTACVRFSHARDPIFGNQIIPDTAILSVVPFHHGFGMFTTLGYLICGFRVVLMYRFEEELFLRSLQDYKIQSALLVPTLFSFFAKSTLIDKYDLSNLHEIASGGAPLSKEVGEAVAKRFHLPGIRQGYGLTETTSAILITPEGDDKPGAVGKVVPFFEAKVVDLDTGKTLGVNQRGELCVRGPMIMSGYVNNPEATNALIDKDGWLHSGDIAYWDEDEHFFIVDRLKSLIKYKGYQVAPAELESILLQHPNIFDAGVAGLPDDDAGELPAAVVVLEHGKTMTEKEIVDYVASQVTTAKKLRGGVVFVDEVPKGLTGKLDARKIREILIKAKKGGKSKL
# TNAP inh hi DEA: TNAP (human) inhibition, high acceptor | purified TNAP, CDP-star luminescence, 1 M DEA | 200,000 tested, 0.03% active | inhibition, % at 20 µM;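 active = over 50% inhibition of tissue-nonspecific alkaline phosphatase at 20 µM in the single-dose screen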;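 note: plate controls were DMSO wells for no effect and EDTA-quenched wells as full inhibition for full effect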
# bIAP inh: blocks bovine intestinal alkaline phosphatase activity; AID 1019; inhibition, % at 20 µM; purified bovine IAP, CDP-star luminescence, 30 min; 190,000 tested, under 10 active;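 active = over 50% inhibition of intestinal alkaline phosphatase at 20 µM in the single-dose screen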
#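 Assay system: bovine IAP enzyme; medium: DEA buffer 100 mM, pH 9.8, with MgCl2 1.0 mM, ZnCl2 0.02 mM; doses: 20 µM single dose; incubation: enzyme reaction for 30 min at room temperature; detection: CDP-star luminescence signal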
# RAM network inh: inhibitors of the yeast RAM network; S. cerevisiae dse1pr::URA3 reporter, 5-FOA growth OD615, 2 d; analog-sensitive cbk1-as2 kinase mutant strain; inhibition, % at 50 µM; 190,000 tested, 1.8% active;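 active = inhibition above a set limit, 3 SD over mean compound inhibition, cut at about 8.4% in these data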;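 note: 0% = DMSO-only wells with no growth and 100% = 10 µM 1-NA-PP1 full growth; inhibition rescues growth on 5-FOA so higher OD means more RAM inhibition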
# L major viab: reduces viability of Leishmania major promastigotes | 200,000 tested, 9% active | resazurin fluorescence viability | inhibition, % at 10 µM; in the data active = inhibition above about 50%;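 note: promastigotes grown with compound for 44 hours at 28 °C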
# TNAP act hiacc: activators of human TNAP at high phosphate acceptor concentration; P05186; purified TNAP, CDP-star luminescence, 1 M DEA, 30 min; stronger effect = higher value; 0 = EDTA background, 1 = DMSO-only activity; activation factor at 20 µM; AID 1136; 200,000 tested, under 10 active;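 active = activation factor at least 2 at 20 µM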
#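 Dosing: 20 µM single point. System: human TNAP. Amount: TNAP 1/800 final. Incubation: 30 min, room temperature. Read-out: TNAP activation factor scaled between EDTA and DMSO control wells. Signal: luminescence from CDP-star hydrolysis. Medium: 1 M DEA, pH 9.8, Mg2+, Zn2+. Control set: EDTA negative control, DMSO positive control.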
# FLuc stim CS: firefly luciferase counter-screen for stimulation assays | P08659 | ATPlite luciferase biochemical, luminescence, 10 min; 0 = ATP-free wells, 1 = DMSO control | activation factor at 10 µM | 200,000 tested, under 10 active | AID 1027;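 active = luciferase activation factor, scaled between plate controls, of at least 2 with compound at 10 µM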
#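 Material: Luciferase/luciferin reagent mix; Doses: test compounds dosed from 2 mM stocks in 100% DMSO; Schedule: 10 min incubation after luciferase reagent addition, room temperature; Measured by: luminescence from luciferase reaction; Read-out: luminescence gain marking luciferase activators.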
# bIAP act: intestinal alkaline phosphatase (bovine) activation; purified bovine IAP, CDP-star luminescence, 30 min; stronger effect = higher value; fold of DMSO-control signal, blank-subtracted; activation factor at 20 µM; 200,000 tested, 0.17% active;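 active = activation factor of 2 or more at 20 µM, a signal rise over negative controls twice the positive control's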
# An asterisk follows results filed as active; . = not tested or not shown.
SMILES,APP transl inh,TNAP inh no acc,FLuc inhib CS,TNAP inh hi DEA,bIAP inh,RAM network inh,L major viab,TNAP act hiacc,FLuc stim CS,bIAP act
N/C(=N\OC(=O)CC1CCCCC1)c1ccc([N+](=O)[O-])cc1,0.9,-8.8,6.7,0.8,5.5,0.7,-10.4,1,0.9,0.9
N#Cc1cccc(Oc2ccc(-c3cnc4ccccc4n3)cc2)c1C#N,6.4,-12.6,-5.3,-3.5,3.5,2.5,-4.9,1,1.1,1
CS(=O)(=O)N(CC(=O)N1CCCCCC1)c1ccc2c(c1)OCCO2,-27.6,-7.5,-12.2,-4.7,4.4,1.5,-1.8,1,1.1,1
CN(CC(=O)O/N=C(\N)c1ccccn1)S(=O)(=O)c1ccccc1,-3.6,-7.7,2.8,0.9,-0.6,1.9,-3.4,1,1,1
O=C(O)CCCC(=O)Nc1cccc(C(F)(F)F)c1,-6.3,-7.3,-4.8,-0.3,3.6,0.1,-3.1,1,1,1
CCOc1ccc(N(CC(=O)Nc2cccc(F)c2)S(=O)(=O)c2c(C)noc2C)cc1,-6.5,6.2,-8.1,-7.4,4.9,1.9,21.7,1.1,1.1,1
COc1cccc(C2CCCN2Cc2nc(-c3cnccn3)no2)c1 (stereo not given),12.0,-5.1,-10.8,-5.7,-7.8,0.6,-6.9,1.1,1.1,1.1
Cc1ccc(C)n1Cc1ccccc1Cl,8.6,-12.6,-0.1,-1.3,-4.9,4.1,-4.4,1,1,1
CC(C)NCCOCCSc1ccc(Cl)cc1,-8.9,-13.9,-4.1,-5.5,-2.1,0.7,90.0*,1.1,1,1
NC(=O)CSc1ncc(-c2ccc([N+](=O)[O-])cc2)[nH]1,-0.3,-9.3,-2.6,5.9,11.6,1.0,-1.7,0.9,1,0.9
CCOC(=O)C1CCN(C(=O)CC2C(=O)N(Cc3ccccc3)C(C)c3nc4ccccc4n32)CC1 (stereo not given),17.5,-9.5,-7.2,-3.0,2.8,0.1,-8.7,1,1.1,1
C/C(Cl)=C/Cn1c(N2CCCC2)nc2c1c(=O)n(C)c(=O)n2C,8.4,-7.1,-5.2,-2.4,-5.8,1.7,1.9,1,1.1,1.1
CCOC(=O)c1c(NC(=O)Cn2c(C)nc3ccccc32)sc2c1CCC2,-3.3,-7.1,-4.6,-4.9,5.8,2.4,-0.4,1,1,0.9
CC(O)CN(C)CC/C=C1/c2ccccc2CSc2ccccc21 (stereo not given),10.2,-9.1,-1.9,-1.9,18.6,1.3,97.8*,1,1,0.8
COCCNC(=O)c1cc(C)ccc1C,-26.9,-13.1,-5.3,-6.3,0.2,0.4,0.4,1.1,1.1,1
O=c1[nH]cnc2cc(-c3ccccc3)sc12,-30.3,-6.9,48.6,1.9,-0.9,0.9,26.8,1,0.5,1
CCc1nnc(NC(=O)CSc2nnc(-c3c[nH]c4ccccc34)n2C)s1,1.3,-0.4,-3.0,0.8,0.1,0.7,-6.7,1,1,1
COc1ccc(S(=O)(=O)N2CCOCC2)cc1NC(=O)COc1ncnc2ccccc12,7.0,-17.0,-6.6,0.7,18.6,5.1,-0.5,1,1.1,0.8
O=C(NCC1CCCO1)/C(=C/c1ccccc1)NC(=O)c1ccccc1 (stereo not given),-28.8,-9.3,-1.6,-6.0,2.0,-0.1,-4.4,1.1,1,1
Cc1cc(C)cc(NC(=O)C2CCCN(c3nc(C)cc(C)n3)C2)c1 (stereo not given),13.8,-11.6,-7.0,-6.9,2.6,5.2,-3.2,1.1,1.1,1
O=C(N/N=C/c1cccs1)c1n[nH]c2c1CCC2,-5.6,-62.1,69.7*,5.1,13.1,-0.8,1.1,0.9,0.3,0.9
Cc1ccccc1-c1oc(C)c(C)[n+]1[O-],13.3,-13.4,-5.5,-4.1,5.3,5.1,-2.9,1,1.1,0.9
CC1(O)c2ccccc2C(=O)N1CCc1ccccc1F (stereo not given),-20.4,-6.7,-1.9,-4.2,1.6,0.3,-4.2,1,1,1
O=C(Nc1nccs1)c1cncc(Br)c1,-42.7,-4.9,10.4,-0.8,-5.5,1.1,-0.1,1,0.9,1.1
COc1ccc(N=C2C(=Nc3ccc(OC)cc3)N(c3ccc(OC)cc3)C(=S)N2c2ccccc2)cc1,-37.7,14.3,-1.6,14.9,45.1,4.3,18.7,0.9,1,0.5
CN(C)c1nc(Cl)cc(N2CCOCC2)n1,-17.9,-12.5,-4.9,-4.2,9.1,1.5,-1.2,1,1,0.9
O=c1cnnc(NCc2ccccc2)[nH]1,-6.4,-8.7,-1.0,-1.1,13.8,1.2,-3.1,1,1,0.9
CC(C)C12CN3CC(C(C)C)(CN(C1)C3(C)C)C2=O,-8.8,-5.9,-0.8,-2.5,10.8,-0.7,-3.6,1,1,0.9
COc1cccc(-n2nnnc2SCC(=O)NCc2ccco2)c1,4.4,-8.3,0.0,-4.1,-6.3,1.3,-3.8,1,1,1.1
CC(C)N(C(=O)Nc1ccc2nsnc2c1)C(C)C,-12.2,-8.5,-1.2,-0.6,-8.6,2.8,-2.6,1,1,1.1
CCN1C(=O)N(C)C(N(O)C(=O)NC)C1(C)C (stereo not given),-11.6,-10.4,-4.4,-6.0,7.4,3.6,-4.7,1.1,1,0.9
COCCn1cnc2c1c(=O)n(CC(=O)OCC#N)c(=O)n2Cc1ccccc1,5.7,-6.3,-2.5,-2.4,-0.3,-0.1,-5.8,1,1,1
Cc1cc(C)n(C(CC(=O)N2CCc3ccccc3C2)C(=O)O)n1 (stereo not given),-13.6,-7.0,-10.3,-10.0,7.9,0.0,-4.2,1.1,1.1,0.9
O=C1CC(/C=C/c2cccnc2)=Nc2ccccc2N1,-23.9,-6.5,6.3,-5.3,-6.3,-1.0,64.9*,1.1,0.9,1.1
COc1ccc(C(=O)NC(=S)NNC(=O)COc2ccccc2)cc1,6.8,-93.7,2.8,-5.2,-30.3,0.5,11.9,1.1,1,1.3
CCOC(=O)c1ccc(NC(=O)N2CCN(CCc3ccccc3)CC2)cc1,-0.3,-8.5,-2.5,-1.4,-3.1,-0.6,63.8*,1,1,1
Nn1c(SCC(=O)Nc2ccc3c(c2)OCO3)nnc1-c1ccccc1,2.4,-8.5,1.9,-4.7,-11.0,4.8,18.5,1,1,1.1
CC(C)CC(c1nnnn1Cc1ccc(F)cc1)N1CCC(C(N)=O)CC1 (stereo not given),28.7,-13.1,-5.5,-3.0,-1.8,1.6,10.7,1,1.1,1
CCCCOc1ccc(S(N)(=O)=O)cc1,-7.1,-6.0,-2.8,-1.3,11.3,0.7,-2.1,1,1,0.9
CCCCC1(Cc2ccc([N+](=O)[O-])cc2)C(=O)N(c2ccccc2)N(c2ccccc2)C1=O,-13.4,-2.4,-5.0,-1.9,-5.3,5.1,10.9,1,1.1,1.1
CCNC(=O)C(=O)NCCc1ccc(Cl)cc1,-5.2,-8.4,-1.9,-3.3,4.9,1.4,-4.1,1,1,1
COCCNCCCCOc1ccc(Br)cc1C,-2.7,2.2,-10.0,-2.6,20.2,1.2,99.6*,1,1.1,0.8
CCN(CC)c1ccc(C2Nc3cccc4cccc(c34)N2)c(O)c1,-5.7,-1.1,6.6,-2.4,19.3,.,31.2,1,0.9,0.8
CC(C)CCC(C(=O)O)C(C)CC(=O)NC1CCCCC1 (stereo not given),-13.9,-11.2,-5.4,-5.9,12.0,-0.3,-6.2,1.1,1.1,0.9
CCCCN1C(=O)C2Cc3c([nH]c4ccccc34)CN2C1=S (stereo not given),-37.6,0.7,2.1,5.1,7.3,0.6,13.1,0.9,1,0.9
COC(=O)/C(=C/c1ccc(OC)cc1)NC(=O)c1ccco1,-26.6,-11.6,-8.6,-5.7,23.3,0.4,11.0,1.1,1.1,0.8
CCOC(=O)c1c(CC(C)C)csc1N,-12.0,-11.4,-4.1,-1.9,-0.8,-0.6,-6.3,1,1,1
Cn1cc(/C=C2\SC(=S)N(NC(=O)c3ccccc3)C2=O)c2ccccc21,5.1,36.0,-10.8,37.0,42.0,7.8,-1.3,0.6,1.1,0.6

# Looked up by compound from the list above:
SMILES,APP transl inh,TNAP inh no acc,FLuc inhib CS,TNAP inh hi DEA,bIAP inh,RAM network inh,L major viab,TNAP act hiacc,FLuc stim CS,bIAP act
CCOc1ccc(N(CC(=O)Nc2cccc(F)c2)S(=O)(=O)c2c(C)noc2C)cc1,-6.5,6.2,-8.1,-7.4,4.9,1.9,21.7,1.1,1.1,1
COc1cccc(C2CCCN2Cc2nc(-c3cnccn3)no2)c1 (stereo not given),12.0,-5.1,-10.8,-5.7,-7.8,0.6,-6.9,1.1,1.1,1.1

# The list goes on:
SMILES,APP transl inh,TNAP inh no acc,FLuc inhib CS,TNAP inh hi DEA,bIAP inh,RAM network inh,L major viab,TNAP act hiacc,FLuc stim CS,bIAP act
CCOC(=O)c1[nH]c2ccccc2c1NC(=S)Nc1ccccc1C,13.7,-2.3,4.4,3.6,5.3,1.6,-4.8,1,1,0.9
CCCOc1ccc([N+](=O)[O-])cc1C1NC(=S)NC(c2ccccc2)=C1C(=O)OCC (stereo not given),6.6,-5.4,-5.6,-2.0,3.4,2.8,100.0*,1,1.1,1
CC(C)OC(=O)c1sc2nc3c(cc2c1N)C(=O)CCC3,-80.3,-6.1,4.5,-1.2,14.7,3.2,-2.2,1,1,0.9
N#CC1=C(N)Oc2n[nH]c(-c3ccccc3)c2C1c1ccsc1 (stereo not given),8.7,3.6,1.2,6.4,5.5,0.4,4.2,0.9,1,0.9
C[C@H](N)c1nnc(SCc2ccc(Cl)cc2Cl)o1,.,-7.2,0.9,-5.5,-2.7,-0.2,-0.8,1.1,1,1
c1ccc(SCc2cc(-c3ccccc3)no2)cc1,-115.5,-9.6,3.5,-1.5,23.1,1.6,1.8,1,1,0.8
COC(=O)C1=C(C)NC(=O)NC1c1cccc(OC)c1OCc1ccccc1 (stereo not given),-8.7,-6.8,-2.5,-3.2,1.7,1.8,4.0,1,1,1
CCCCOC(=O)CCn1c(=S)oc2ccccc21,1.0,-7.7,-8.3,-10.4,25.2,0.4,-1.6,1.1,1.1,0.7
O=[N+]([O-])c1ccc(Cl)c(C2Nc3cccc4cccc(c34)N2)c1,4.7,-5.2,-3.5,0.9,6.0,3.7,4.2,1,1,0.9
CCOC(=O)C1(Cc2cccc(Cl)c2)CCCN(C(=O)CCC(=O)N(C)C)C1 (stereo not given),-12.2,-10.6,-7.0,-8.8,-16.4,1.2,0.1,1.1,1.1,1.2
O=C(Nc1ncc(Cl)cc1Cl)c1c(F)cccc1Cl,-8.3,-5.9,2.8,-7.4,28.9,3.3,9.9,1.1,1,0.7
CCN(Cc1ccccc1)S(=O)(=O)c1ccc(S(=O)(=O)N(Cc2cccc(OC)c2)CC2CCCO2)cc1 (stereo not given),-0.8,-12.5,1.2,2.1,0.6,16.2*,46.0,1,1,1

# Four of the entries above in order of the RAM network inh value, rising:
compound | RAM network inh
COCCn1cnc2c1c(=O)n(CC(=O)OCC#N)c(=O)n2Cc1ccccc1 | -0.1
COc1ccc(C(=O)NC(=S)NNC(=O)COc2ccccc2)cc1 | 0.5
O=C(Nc1nccs1)c1cncc(Br)c1 | 1.1
Nn1c(SCC(=O)Nc2ccc3c(c2)OCO3)nnc1-c1ccccc1 | 4.8
